ASAP1 GAP inh – inhibitors of human ASAP1 ArfGAP activity. ASAP1-stimulated ARF1 GTP hydrolysis, GDP FP detection. inhibition, % at 16.5 µM. hit rate 0.19% among 360,000. AID 624377; in the data active means inhibition above about 25%;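 further: 0% = vehicle with enzyme and substrate and 100% = no enzyme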
DDE Tn7 FP inh – inhibitors of Tn7 peptide binding to human fibrin DD(E); P02675; inhibition, % at 8.3 µM; hit rate 0.13% among 370,000; FP displacement of FITC-Tn7 peptide from fibrin DD(E); 0% = median of compound wells per plate;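 active means inhibition above the mean of compounds falling within the control limits plus 3 SD of them, cut at about 14% in these data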;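 further: 0% = plate median of compound wells and 100% = 10 µM Aha-Tn7 peptide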
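Assay system: human fibrin DD(E). Input: DD(E) 2 µM final. Medium: Tris buffer with calcium and detergent, pH 7.8. Compound dosing: single point at 8.3 µM. Timing: 10 min plus 3 h, room temperature. Technique: fluorescence polarization of the labelled Tn7 tracer. Read-out: percent inhibition. Replicates: singlicate testing.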
ADAM17 inh – ADAM17 inhibition, QFRET primary screen; P78536; recombinant ADAM17, EDANS/DABCYL FRET peptide cleavage; inhibition, % at 6.95 µM; hit rate 0.83% among 370,000;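 active means inhibition above the mean of compounds lying between control limits plus 3 SD, set per campaign, cut at about 8.5% in these data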;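 further: 0% = DMSO-only wells as the low control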
Tn6 DDE FP – inhibitors of Tn6 peptide binding to human fibrin DD(E) | P02675 | Fibrin DD(E) TRITC-Tn6 fluorescence polarization displacement | inhibition, % at 8.3 µM | hit rate 0.21% among 370,000 | AID 720509;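 active means inhibition above a per-campaign cutoff: mean of compounds within control limits plus 3 SD, cut at about 15% in these data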;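 further: 0% = median of all compound wells on the plate and 100% = blocking peptide control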
KLK7 zymogen act – activators of human kallikrein-7 zymogen. AID 652039. hit rate 0.9% among 370,000. activation, % at 7 µM. P49862. purified proKLK7, EDANS-DABCYL substrate fluorescence; 100% is mature enzyme control, 0% vehicle;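 active means activation above the mean of all tested compounds plus 3 SD, computed per campaign excluding outliers beyond control limits, cut at about 13% in these data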
PLCg1 inh – inhibitors of human phospholipase C gamma1 | hit rate 0.84% among 370,000 | purified PLC-gamma1, fluorogenic substrate, fluorescence | P19174 | AID 720700 | inhibition, % at 12.2 µM; in the data active means inhibition above about 9.5%
ARFGAP1 inhibitor – rat ARFGAP1 inhibition; hit rate 0.26% among 360,000; inhibition, % at 16.5 µM; Arfgap1-stimulated ARF1 GTP hydrolysis, GDP FP detection;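 active means inhibition above a per-plate limit, mean inhibition of low control wells plus 3 SD, cut at about 25% in these data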;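 further: 0% = DMSO wells with enzyme and 100% = wells lacking Arfgap1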
Target sequence (Q62848 1-136 limits assumed): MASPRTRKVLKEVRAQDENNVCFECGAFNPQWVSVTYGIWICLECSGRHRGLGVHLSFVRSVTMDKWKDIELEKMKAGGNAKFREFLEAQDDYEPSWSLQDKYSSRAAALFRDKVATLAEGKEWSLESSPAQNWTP
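System: truncated rat Arfgap1 GAP domain / Medium: HEPES-based buffer, pH 7.5 / Also added: N-terminally truncated human ARF1-GTP substrate / Incubation: enzyme reaction 120 min at 25 °C after 20 min preincubation / Measured by: FP of antibody-bound GDP Alexa 633 tracer, ex 620/em 688 nm / Replicates: singlicate, each compound tested once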
TDP2 inh – TDP2 (human) inhibition, absorbance primary screen; O95551; inhibition, % at 12.8 µM; hit rate 0.34% among 370,000; recombinant TDP2, T5PNP hydrolysis, p-nitrophenol absorbance 415 nm;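 active means inhibition above the mean of all tested compounds plus 3 SD, set per campaign, cut at about 25% in these data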;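 further: 0% = DMSO with enzyme and 100% = buffer with substrate but no TDP2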
Target sequence (O95551 whole entry, looked up): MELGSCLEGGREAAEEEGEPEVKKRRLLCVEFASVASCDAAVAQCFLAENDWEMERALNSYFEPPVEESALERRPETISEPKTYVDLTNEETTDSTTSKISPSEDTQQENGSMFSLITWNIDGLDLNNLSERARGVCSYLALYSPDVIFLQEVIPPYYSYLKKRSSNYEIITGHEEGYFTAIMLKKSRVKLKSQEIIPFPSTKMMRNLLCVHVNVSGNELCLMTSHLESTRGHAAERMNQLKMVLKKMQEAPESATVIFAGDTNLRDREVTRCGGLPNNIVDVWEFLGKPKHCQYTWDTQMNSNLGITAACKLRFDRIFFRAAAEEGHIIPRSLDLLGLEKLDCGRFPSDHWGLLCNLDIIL
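Incubation: 2 h at 37 °C; Test system: recombinant human TDP2; Quantity: enzyme 120 nM; Read-out basis: percent inhibition; Medium: 50 mM Tris-HCl pH 7.5 with Mg2+, KCl, DTT, BSA; Repeats: single replicate; Compound: 12.8 µM single point, 1% DMSO; Signal: epi absorbance; Reagent: 5 mM T5PNP chromogenic substrate; Benchmarks: no-enzyme high, DMSO-plus-enzyme low.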
LEDGF integ inh – blocks HIV-1 LEDGF/p75-dependent DNA integration; TR-FRET IN-LEDGF/p75 DNA integration, Eu/Cy5; inhibition, % at 3.7 µM; hit rate 0.64% among 370,000; AID 743269;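 active means inhibition above the screen-wide mean plus 3 SD, cut at about 13% in these data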;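 further: signal is the Cy5 over europium emission ratio at 671 and 618 nm; 0% = plate median of compound wells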
ADAM10 inh – inhibits human ADAM10; O14672; hit rate 0.62% among 370,000; recombinant ADAM10, EDANS/DABCYL FRET peptide cleavage, 3 h; inhibition, % at 7 µM;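 active means inhibition above a per-campaign cutoff equal to the mean of compounds falling between control-based bounds plus 3 SD, cut at about 20% in these data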;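 further: 0% = DMSO wells while the 100% control is not disclosed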
Target sequence (O14672 214-748 limits assumed): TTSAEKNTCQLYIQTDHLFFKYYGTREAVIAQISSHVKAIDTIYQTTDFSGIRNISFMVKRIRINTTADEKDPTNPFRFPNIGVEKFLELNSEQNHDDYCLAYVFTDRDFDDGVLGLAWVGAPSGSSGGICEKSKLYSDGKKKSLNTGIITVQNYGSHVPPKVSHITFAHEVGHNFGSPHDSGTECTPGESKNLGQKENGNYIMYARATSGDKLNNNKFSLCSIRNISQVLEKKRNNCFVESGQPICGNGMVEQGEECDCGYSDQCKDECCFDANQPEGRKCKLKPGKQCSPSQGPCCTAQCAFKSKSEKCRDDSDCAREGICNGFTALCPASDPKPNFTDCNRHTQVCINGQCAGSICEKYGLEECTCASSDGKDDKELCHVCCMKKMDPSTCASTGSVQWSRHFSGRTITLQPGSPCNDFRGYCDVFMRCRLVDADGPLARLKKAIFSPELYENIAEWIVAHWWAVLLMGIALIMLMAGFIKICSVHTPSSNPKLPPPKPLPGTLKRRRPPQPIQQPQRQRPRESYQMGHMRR
* marks the source's active call; other numbers are inactive results. The list is partial, so the mix of outcomes need not match the whole.

SMILES	ASAP1 GAP inh	DDE Tn7 FP inh	ADAM17 inh	Tn6 DDE FP	KLK7 zymogen act	PLCg1 inh	ARFGAP1 inhibitor	TDP2 inh	LEDGF integ inh	ADAM10 inh
O=[As](O)(O)c1ccc(N=Nc2ccc(O)cc2)cc1	-13	-9	-1	-10	0.8	4	3	5	-3	4
COC(=O)C1=C(c2ccc(-c3ccccc3)c(F)c2)C[C@@H]2CC[C@H]1N2C(=O)N1CCc2cc(OC)c(OC)cc2C1	6	4	5	-4	0.7	-1	20	-11	0	10
c1ccc(C2CC2)c(OCC2=NCCN2)c1	-1	-2	-3	9	-0.6	-1	8	-6	2	6
CCOC(=O)c1c(C)n(Cc2ccco2)c2c1cc(O)c1ccccc12	4	6	-6	7	-1.3	-15	0	8	-3	4
O=C(c1cc(C(=O)NCc2ccc(Cl)cc2)c(=O)n(Cc2ccc(Cl)cc2)c1)c1cc(F)ccc1O	-1	0	-3	-2	0.3	0	3	7	1	-4
O=P1(Nc2cccnc2)COc2ccccc2OC1	-7	-7	-4	-6	-0.3	-1	0	-3	-1	-9
O=C(NC(Cc1cnc[nH]1)C(=O)O)c1ccccc1 (stereo not given)	-4	8	-1	0	-0.3	-1	-7	7	-2	7
COC(=O)C1=C(c2cccc(OCc3ccccc3)c2)C[C@@H]2CC[C@H]1N2C(=O)NCc1ccccc1OC	6	4	5	-9	1.2	3	-6	8	-3	12
C=C[C@H]1CN2CC[C@H]1C[C@H]2[C@H](O)c1ccnc2ccccc12	2	-7	-7	0	-0.4	-3	6	4	-5	-14
Cn1cc(C=O)c2nccnc21	-8	-1	-9	-3	-0.1	-6	4	5	-2	-33
CN1CCN(c2nccc3c2ncn3C)CC1	-8	0	0	-3	0.4	3	8	-7	1	-3
COc1ccccc1C1C([N+](=O)[O-])=C(N)Oc2c1c(=O)oc1ccccc21 (stereo not given)	-4	5	-3	3	0.2	-4	6	-4	-2	-5
Cc1nn(CC(C)C)c(Cl)c1C(=O)NC1CCCCC1	8	0	1	-3	-0.6	-2	4	0	1	-3
COc1ccccc1C=C1C(=O)NC(=S)NC1=O	-1	5	-5	-4	0.2	-1	-6	-2	1	-3
Cc1cc(Oc2ccc(C(F)(F)F)cc2[N+](=O)[O-])c2c3c(c(=O)oc2c1)CCCC3	9	1	2	-1	-0.5	0	7	2	3	8
C[N+]1(C)C2CCC1CC(OC(=O)C(CO)c1ccccc1)C2 (stereo not given)	6	2	0	-4	0.5	0	4	-16	10	5
Cc1nc2ccc(Cl)cc2c(=O)n1-c1cccc(Cl)c1	17	7	-39	-6	0.0	2	1	-2	-2	4
CC(=O)Nc1ccc(C(=O)C(Cc2ccccc2)N(C)C)cc1 (stereo not given)	14	-5	-2	6	-0.2	-27	11	1	-1	-23
Cc1ccc(S(=O)(=O)N2CCCCC2)cc1NC(=O)CN1CC=C(c2ccccc2)CC1	-4	-3	2	-3	-0.5	-3	2	3	0	2
O=C1CC(=O)N(Cc2ccccc2)C(=O)N1	-16	-1	-2	-10	-0.5	16*	5	-2	6	-2

Brought forward from above: 2 compounds; new compounds follow.
SMILES	ASAP1 GAP inh	DDE Tn7 FP inh	ADAM17 inh	Tn6 DDE FP	KLK7 zymogen act	PLCg1 inh	ARFGAP1 inhibitor	TDP2 inh	LEDGF integ inh	ADAM10 inh
Cc1ccc(S(=O)(=O)N2CCCCC2)cc1NC(=O)CN1CC=C(c2ccccc2)CC1	-4	-3	2	-3	-0.5	-3	2	3	0	2
O=C1CC(=O)N(Cc2ccccc2)C(=O)N1	-16	-1	-2	-10	-0.5	16*	5	-2	6	-2
CN1CCCC(C(=O)c2ccc(Cl)cc2)C1 (stereo not given)	10	-6	1	3	-0.1	0	2	6	1	-5
CCCCn1c(=O)c(C(=O)NC(C)c2ccccc2)c(O)c2ccccc21 (stereo not given)	6	-4	1	-6	0.2	-2	-2	14	0	-1
Nc1ccccc1C(=O)OCCc1ccccc1	4	-3	-109	-4	-2.6	-118	0	-16	3	-364
CC(=NCc1cccnc1)c1c(O)n(-c2ccccc2C)c(=O)[nH]c1=O	-8	6	-4	1	-0.8	-2	6	5	-2	7
CCC(=O)c1ccc(OCC(=O)N2CCN(CC(=O)Nc3ccc(C)cc3)CC2)cc1	-10	3	-5	2	0.9	5	-8	1	0	-9
CCOc1ccc(C2SCC(=O)Nc3c2c(C)nn3C2CCOC(C)(C)C2)cc1 (stereo not given)	-2	-2	-4	2	-0.5	0	1	6	2	0
Cc1ccsc1C(=O)C1CCCN(Cc2cnc(N3CCOCC3)s2)C1 (stereo not given)	1	6	-7	1	0.7	1	-7	4	-2	1
COc1ccc(OCC(=O)N2CCN(Cc3ccc4c(c3)OCO4)CC2)cc1	9	3	-8	-4	-0.5	2	-4	-18	-1	-10
Cn1cnc(CCN)c1	5	5	0	-4	0.1	4	-10	-4	4	10
CCCN1CCCC(C(=O)c2cc(C)c(OC)c(C)c2)C1 (stereo not given)	4	2	-4	-3	-0.8	0	6	4	-2	-3
CCOC(=O)C1(CCc2ccccc2)CCN(CC(O)CO)CC1 (stereo not given)	-3	1	-4	-2	-0.7	-2	3	-11	-1	2
CC(=O)Nc1ccc(S(=O)(=O)N2Cc3ccccc3-n3nncc3C2)cc1	-2	-5	4	-2	-0.3	2	-9	-13	6	-5
O=C1NC(=O)N(Cc2ccco2)C(=O)/C1=C/C=C/c1ccco1	7	-10	-9	-3	0.5	-15	15	1	92*	-22
O=C(c1ccc(Cl)cc1)C1CCCN(Cc2ccc3c(c2)OCCO3)C1 (stereo not given)	13	-3	2	-2	-0.3	3	4	2	3	4
COC(=O)C1=C(c2cc3ccccc3o2)C[C@@H]2CC[C@H]1N2C(=O)NCCCOC(C)C	-8	-4	5	0	0.3	6	-3	-14	0	1
CCOc1cc(CNCCc2c[nH]c3ccccc23)cc(Cl)c1OCC	5	-15	14*	-6	0.6	12*	6	-25	-2	27*
O=C(C(=O)N1CCOCC1)c1cn(CCCOc2ccccc2)c2ccccc12	-13	1	-2	6	-0.2	2	4	1	0	-7
CCn1c(O)c(C=Nc2ccc(N3CCOCC3)cc2)c(=O)n(CC)c1=S	-3	3	-6	5	1.0	-15	7	-2	-3	-4
CC1=[N+]([O-])C2(N)CCc3nonc3C2(O)C1 (stereo not given)	12	-3	-5	-11	0.0	-6	-7	-10	-2	-12
Cc1ccc(C2(O)CC(C)N(C)CC2C)cc1 (stereo not given)	-5	-1	-4	0	0.0	1	-4	-6	-5	-4

12 entries from above, as a markdown table.
| Structure | ASAP1 GAP inh | DDE Tn7 FP inh | ADAM17 inh | Tn6 DDE FP | KLK7 zymogen act | PLCg1 inh | ARFGAP1 inhibitor | TDP2 inh | LEDGF integ inh | ADAM10 inh |
| --- | --- | --- | --- | --- | --- | --- | --- | --- | --- | --- |
| CN1CCCC(C(=O)c2ccc(Cl)cc2)C1 (stereo not given) | 10 | -6 | 1 | 3 | -0.1 | 0 | 2 | 6 | 1 | -5 |
| CCCCn1c(=O)c(C(=O)NC(C)c2ccccc2)c(O)c2ccccc21 (stereo not given) | 6 | -4 | 1 | -6 | 0.2 | -2 | -2 | 14 | 0 | -1 |
| Nc1ccccc1C(=O)OCCc1ccccc1 | 4 | -3 | -109 | -4 | -2.6 | -118 | 0 | -16 | 3 | -364 |
| CC(=NCc1cccnc1)c1c(O)n(-c2ccccc2C)c(=O)[nH]c1=O | -8 | 6 | -4 | 1 | -0.8 | -2 | 6 | 5 | -2 | 7 |
| CCC(=O)c1ccc(OCC(=O)N2CCN(CC(=O)Nc3ccc(C)cc3)CC2)cc1 | -10 | 3 | -5 | 2 | 0.9 | 5 | -8 | 1 | 0 | -9 |
| CCOc1ccc(C2SCC(=O)Nc3c2c(C)nn3C2CCOC(C)(C)C2)cc1 (stereo not given) | -2 | -2 | -4 | 2 | -0.5 | 0 | 1 | 6 | 2 | 0 |
| Cc1ccsc1C(=O)C1CCCN(Cc2cnc(N3CCOCC3)s2)C1 (stereo not given) | 1 | 6 | -7 | 1 | 0.7 | 1 | -7 | 4 | -2 | 1 |
| COc1ccc(OCC(=O)N2CCN(Cc3ccc4c(c3)OCO4)CC2)cc1 | 9 | 3 | -8 | -4 | -0.5 | 2 | -4 | -18 | -1 | -10 |
| Cn1cnc(CCN)c1 | 5 | 5 | 0 | -4 | 0.1 | 4 | -10 | -4 | 4 | 10 |
| CCCN1CCCC(C(=O)c2cc(C)c(OC)c(C)c2)C1 (stereo not given) | 4 | 2 | -4 | -3 | -0.8 | 0 | 6 | 4 | -2 | -3 |
| CCOC(=O)C1(CCc2ccccc2)CCN(CC(O)CO)CC1 (stereo not given) | -3 | 1 | -4 | -2 | -0.7 | -2 | 3 | -11 | -1 | 2 |
| CC(=O)Nc1ccc(S(=O)(=O)N2Cc3ccccc3-n3nncc3C2)cc1 | -2 | -5 | 4 | -2 | -0.3 | 2 | -9 | -13 | 6 | -5 |

Carrying on.
SMILES	ASAP1 GAP inh	DDE Tn7 FP inh	ADAM17 inh	Tn6 DDE FP	KLK7 zymogen act	PLCg1 inh	ARFGAP1 inhibitor	TDP2 inh	LEDGF integ inh	ADAM10 inh
CCC(C)NC(=O)CN1C(=O)CN=C(c2ccccc2)c2ccccc21 (stereo not given)	9	8	-5	3	0.2	-2	-3	6	-2	-7
NS(=O)(=O)OC(CCc1ccccc1)C(Cl)(Cl)Cl (stereo not given)	2	0	-2	4	-0.1	1	9	1	-1	0
CCCCCn1c(=O)c(C(=O)Nc2ccccc2C)c(O)c2ccccc21	-2	3	-4	4	-0.2	-3	-2	-12	-2	7
CCOc1ccc(-n2c(O)c(N=Nc3c(C)n(C)n(-c4ccccc4)c3=O)c(=O)[nH]c2=O)cc1	5	3	-1	4	0.3	1	-17	3	-3	7
COC(=O)C1=C(c2cccc(OCc3ccccc3)c2)C[C@@H]2CC[C@H]1N2C(=O)NCCCOC(C)C	-11	4	-1	12	-0.4	2	-8	-2	0	8
CCCNC(=O)N1C2CCC1CC(O)(c1cccnc1)C2 (stereo not given)	5	-5	3	-9	0.2	4	2	-9	-1	5
CCCC1(CCC)C(=O)NC(=Nc2ccccc2)NC1=O	10	3	6	0	-0.7	4	8	-10	3	5
O=C(C(=O)N1CCOCC1)c1cn(Cc2ccccc2Cl)c2ccccc12	-5	3	-2	1	-0.7	3	-8	11	1	0
CC(=O)N1N=C2C3CCN(CC3)C2C1c1ccc(C)cc1 (stereo not given)	-3	-11	1	1	-0.3	0	7	-9	1	-3
COc1cccc(C(=O)N2C[C@H]3C[C@@H](C2)c2cccc(=O)n2C3)c1	5	4	-2	2	-0.5	3	-11	7	-1	-6

From PubChem BioAssay
